14-3-3g Raf: alters human 14-3-3 gamma binding to Raf peptide; P61981; FP, 14-3-3gamma / TMR-pS259-Raf peptide binding; inhibition, % at 40 µM; 160,000 tested, 0.19% active; in the data active = inhibition above about 30%;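 note: 0% = protein plus tracer without compound and 100% = blank with tracer alone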
Target sequence (P61981 whole entry, looked up): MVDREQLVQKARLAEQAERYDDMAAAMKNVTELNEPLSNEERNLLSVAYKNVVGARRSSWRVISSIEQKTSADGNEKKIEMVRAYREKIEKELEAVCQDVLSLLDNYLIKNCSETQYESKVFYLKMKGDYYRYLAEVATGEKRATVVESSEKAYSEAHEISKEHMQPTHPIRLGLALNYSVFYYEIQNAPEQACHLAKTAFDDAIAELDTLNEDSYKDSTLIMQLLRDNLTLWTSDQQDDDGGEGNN
* marks the source's active call; other numbers are inactive results; & = joins results of further samples. Some of the compounds tested; rates above refer to the full screens.

Compound,14-3-3g Raf
COC(=O)C1=C(C(=O)c2ccc(C)cc2)C(c2ccc(O)c(OC)c2)n2nnnc2N1 (centres undefined),-2.0
CCOc1ccc(C2Nc3ccccc3S(=O)(=O)N2Cc2ccccc2)cc1OCC (centres undefined),2.0
CC(=O)NC1=NN(C(C)=O)C2(S1)C(=O)N(C)c1ccccc12 (centres undefined),3.6
c1ccc(CN2CCC(N3CCN(Cc4ccco4)CC3)CC2)cc1,1.4
CS(=O)(=O)N(Cc1ccccc1)c1ccc(C(=O)Nc2ccc(I)cc2)cc1,3.2
Cc1cc(C(F)F)nn1CC(=O)N(Cc1ccccc1)c1ccccc1,-6.9
O=c1nc(C(F)(F)F)nc2ccccn12,-1.2
CCc1ccc(C2C(C(=O)OC)=C(C)NC3=C2C(=O)CCC3)cc1 (centres undefined),-1.7
C=CCn1c(O)c(C(CC)=NCCN2CCOCC2)c(=O)[nH]c1=O,-8.1
Cc1cc([N+](=O)[O-])ccc1NC(=O)C1CC(=O)N=C(N)S1 (centres undefined),-3.9
CCc1cccc(NC(=O)C2c3ccccc3C(=O)N(C)C2c2cn(C)c3ccccc23)c1 (centres undefined),-0.7
CCSc1nnc(NC(=O)CSc2nnc(Cc3cccn3C)n2-c2ccc(C)cc2)s1,5.6
CCOC(=O)C1CCCN(Cc2ccc3c(c2)OCO3)C1 (centres undefined),4.5
O=C(O)CC1Sc2ccccc2NC1=O (centres undefined),1.5
CC(C)c1ccc(NC(=O)c2oc(=O)c3ccccc3c2-c2ccccc2)cc1,0.4
COC(=O)C(C)n1cnc2c(nnn2-c2cccc(Cl)c2)c1=O (centres undefined),-2.4
Cc1ccc2c(c1)C(c1ccc(F)cc1)N(C(=O)c1ccc(-c3ccccc3)cc1)CC(=O)N2 (centres undefined),1.8
CC(=O)Nc1cc(C(=O)N2CCN(c3cccc(C)c3C)CC2)ccc1S(=O)(=O)c1ccc(C)cc1,-7.1
O=C(NC1CCCCC1)N1CCC(c2nc3ccccc3[nH]2)CC1,-5.0
CC1=C(C(=O)Nc2ccc(F)cc2)C(c2cccs2)C2=C(CC(C)(C)CC2=O)N1 (centres undefined),1.6

Additional results.
Compound,14-3-3g Raf
Cc1ccc(COc2ccc3oc(-c4ccccc4)c(C(=O)O)c3c2)cc1,-0.3
CC(=O)N1c2ccccc2NC2=C(C(=O)CCC2)C1c1cccc([N+](=O)[O-])c1 (centres undefined),-11.7
O=C(CN1CCOCC1)Nc1ccc(S(=O)(=O)N2CCCCCC2)cc1,3.6
O=C1c2cccc3cccc(c23)C(=O)N1CCN1CCN(C(=O)C2(S(=O)(=O)c3ccccc3)CC2)CC1,-3.7
COc1cc(C2C3=C(CCCC3=O)Nc3nc(SCc4ccccc4Cl)[nH]c(=O)c32)cc(OC)c1OC (centres undefined),1.3
Cn1cc(Cl)c(C(=O)N(Cc2ccccc2)c2ccccn2)n1,-5.0&4.2
CC(C)[C@H](NC(=O)NCc1ccco1)C(=O)O,-6.2
COc1ccc(C2NC(=O)NC(C)=C2C(=O)OCCOc2ccccc2)cc1OC (centres undefined),2.8
CSCCOC(=O)C1=C(C)NC(=O)NC1c1ccc2c(c1)OCO2 (centres undefined),-0.9
O=C(CSc1nc2cc(Cl)ccc2s1)NC(=O)NCc1ccco1,-3.0
CC1CCCCC1NC(=O)c1ccc(CNc2c(N3CCCC3)c(=O)c2=O)cc1 (centres undefined),2.2
O=C(c1noc2c1CCc1ccccc1-2)N1CCN(c2ccc(F)cc2)CC1,2.5
CCN(C(=O)Cn1c([N+](=O)[O-])cnc1C)c1ccccc1,0.3
Cc1ccc2c(c1)NC(=S)CO2,-1.4
OC1CCCc2c1[nH]c1ccc(C(F)(F)F)cc21 (centres undefined),8.1
O=C(Nc1nc2c(Cl)ccc(Cl)c2s1)c1ccco1,-14.3
O=S(=O)(Nc1ccc(OC(F)(F)F)cc1)c1ccc2nc(-c3ccccc3)[nH]c2c1,-17.9
CCCCNC(=O)c1c[nH]c2ccc(S(=O)(=O)N3CCOCC3)cc2c1=O,-2.3
CCn1c(SCC(=O)Nc2cccc(NC(=O)c3cccs3)c2)nnc1-c1ccncc1,3.6
Cc1cccc(C)c1N1C(=O)c2ccccc2C1=O,0.6

Additional entries
Compound,14-3-3g Raf
O=C(c1ccccc1)c1ccc(O)c(O)c1O,-4.5
COc1ccc(OC)c(Nc2ncnc(N)c2[N+](=O)[O-])c1,-0.7
CC1CCCCN1C(=O)CSc1nnc(-c2ccc(Cl)s2)o1 (centres undefined),-0.8&4.8
COc1ccccc1CN(Cc1cc2cc(C)ccc2[nH]c1=O)Cc1nnnn1Cc1ccco1,1.7
O=C(c1ccco1)N1CCN(C2CCCC2)CC1,-2.5
Cc1ccc(NC(=O)CSc2nccn2-c2ccc(Cl)cc2)c(C)c1,-3.7
CCOC(=O)c1c(NC(=O)c2ccccc2)sc2c1CC(C)CC2 (centres undefined),-8.9
CC1CCN(S(=O)(=O)c2ccc(NC(=O)c3ccc(C(C)(C)C)cc3)cc2)CC1,-5.2
CCCc1cc(=O)[nH]c(SCc2nc(-c3ccccc3)no2)n1,5.1
Cc1ccc(NC(=O)CSc2nc3ccc(Br)cc3[nH]2)c(C)c1,-2.3
Cn1c(=O)n(CC(=O)Nc2cccnc2)c2ccccc21,-4.9
CCOC(=O)c1cc(CN2CCOCC2)oc1-c1ccccc1,-6.6
COc1cc2[nH]c(=O)n(CCCC(=O)N3CCC(C(N)=O)(N4CCCCC4)CC3)c(=O)c2cc1OC,-4.5
COc1ccc(CNC(=O)c2ccc(N3CC4CC(C3)c3cccc(=O)n3C4)c(NC(=O)c3ccc(Br)o3)c2)cc1 (centres undefined),-5.9
CCOc1ccc(Cc2c(Cl)nc(SC)nc2N(CC)CC)cc1,-5.1
COc1ccc(C(=O)Nc2ccc(S(=O)Nc3nccs3)cc2)cc1 (centres undefined),-203.7
COc1cccc(CNC2CCCC2)c1,-6.8
CC(=O)c1ccc(NC(=O)COc2cc(C)cc(C)c2)cc1,-2.2
CCCCN1C(=O)c2ccccc2S1(=O)=O,-2.7
Cc1cccc(C(=O)Nc2sc3c(c2C(=O)N2CCCCCC2)CCC(C)C3)c1 (centres undefined),-6.7

Next results follow.
Compound,14-3-3g Raf
O=C(Nc1ccc(-c2nc3ccccc3s2)cc1)c1ccc(S(=O)(=O)N2CCCCCC2)cc1,7.8
Cc1ccc(NC(=O)CSCC(N)=O)cc1C,-2.0
CCCOC(=O)C1=C(C)NC2=C(C(=O)CC(c3ccccc3OC)C2)C1c1ccc(F)cc1 (centres undefined),3.5
CC1=C(C(=O)Nc2ccc(F)cc2)C(c2cccc(Oc3ccccc3)c2)C2=C(CCCC2=O)N1 (centres undefined),-6.4
Cc1ccc(C(=O)N2N=C3CCCCC3C2(O)C(F)(F)F)cc1 (centres undefined),-11.9
O=C(Cn1nc(-c2ccccc2)c2ccccc2c1=O)NCc1cccnc1,2.0
O=C(NCCOc1ccccc1F)Nc1ccc(Br)cc1,-5.0
O=C(OCC(=O)c1ccc(Br)cc1)C(=O)OCC(=O)c1ccc(Br)cc1,14.8
COc1ccc(N2C(=O)c3ccccc3NC2c2ccc(OC)c(OC)c2)cc1 (centres undefined),-7.7
CCOC(=O)C1=C(Nc2ccc3ccccc3c2)C(=Cc2ccc(OC)c(OC)c2)CC1,-17.2
O=C(OCCN1C(=O)CCC1=O)c1ccc(S(=O)(=O)N2CCCCC2)cc1,-1.3
Cc1cc(C(=O)Nc2sc(C)c(C)c2C#N)c(C)o1,-26.4
Cc1cc[n+](CC(=O)C23CC4CC(CC(C4)C2)C3)c(N)c1,-8.4
COc1cccc(C(=O)N2c3ccccc3Sc3ccc(C(F)(F)F)cc32)c1,-8.9
COc1ccc(C2C3CCc4cc(OC)ccc4C3=NN2C(C)=O)cc1 (centres undefined),-3.5
CCc1ccc(N2CC(C(=O)Nc3ccc([N+](=O)[O-])cc3)CC2=O)cc1 (centres undefined),-10.1
CCOC(=O)C(C(=O)OCC)N(C#N)c1nc(SC)nc(N(C)C)n1,1.2
CCOC(=O)c1ccc(N=Cc2ccccc2O)cc1,5.8
CC(C)c1ccc(NC(=O)CSc2nc3[nH]ncc3c(=O)n2-c2cccc(Cl)c2)cc1,-6.8
COc1ccc(-n2nc3c(c2NC(=O)Cc2ccc(F)cc2)CS(=O)(=O)C3)cc1,-2.1

Random excerpt: 5 compounds from above, in no set order.
Compound,14-3-3g Raf
COc1ccc(C2C3CCc4cc(OC)ccc4C3=NN2C(C)=O)cc1 (centres undefined),-3.5
Cc1cc[n+](CC(=O)C23CC4CC(CC(C4)C2)C3)c(N)c1,-8.4
O=C(Cn1nc(-c2ccccc2)c2ccccc2c1=O)NCc1cccnc1,2.0
COc1cccc(C(=O)N2c3ccccc3Sc3ccc(C(F)(F)F)cc32)c1,-8.9
CCOC(=O)C(C(=O)OCC)N(C#N)c1nc(SC)nc(N(C)C)n1,1.2

New compounds follow.
Compound,14-3-3g Raf
Cc1cccc(N(CC(=O)NCc2ccccc2)C(=O)Cn2nnc(-c3ccc(C)o3)n2)c1,-5.9
CCOC(=O)C1=C(N)OC2=C(C(=O)CC(c3ccccc3)C2)C1c1ccc2c(c1)OCO2 (centres undefined),-7.6
O=c1[nH][nH]c(=O)c2cnccc12,2.5
O=C(CC(Cc1ccccc1)C(=O)O)Nc1ccc([N+](=O)[O-])cc1 (centres undefined),-10.7
CCC1CCCCN1C(=O)N[C@@H](CCSC)C(=O)OC (some centres undefined),-5.1
CCN1C(=O)CSc2ccc(C(=O)NCCCN3CCOCC3)cc21,-1.9&-0.1
COc1ccc(C2(O)CCN(C(=O)NC3CCCCC3)CC2)cc1,2.0
O=C(NCc1cccs1)c1ccc2c(c1)N(Cc1cccc(Cl)c1)C(=O)CS2,4.3
Cc1c(C(=O)N2CCN(c3ccccc3)CC2)sc2ncn(CC(=O)N3CC(C)CC(C)C3)c(=O)c12 (centres undefined),2.6
CC1(C)CC(=O)C=C(Nc2cc([N+](=O)[O-])ccc2N)C1,1.4
Cc1nc2c(cc(Oc3nnc(C)c4ccccc34)c3ccsc32)s1,-23.3
Cc1cc(N2CCN(C)CC2)nc2ccc(NC(=O)CCC(=O)NCc3ccco3)cc12,3.6&-2.0
Cc1ccc(-c2noc(CCCC(=O)Nc3cccnc3)n2)cc1,-1.4
Cc1sc2ncn(CC(=O)NCC(=O)NCc3ccco3)c(=O)c2c1C,-3.2
COc1ccc(N2CCN(C(=O)CNC(=O)Cn3c(C)cc4ccccc4c3=O)CC2)cc1,-4.7
Cc1cccc(-c2nc(CS(=O)CC(=O)NCCCSC3CCCCC3)c(C)o2)c1 (centres undefined),3.5
CCOC(=O)Cc1ccc(N(Cc2ccc(Cl)cc2)S(=O)(=O)c2ccc(C)cc2)cc1,-2.9
O=C(NCC1CCCO1)c1ccc2c(c1)N(Cc1ccccc1Cl)C(=O)c1ccccc1S2 (centres undefined),-9.5
COc1ccc(N2C(=O)C(CC(=O)Nc3ccc(Br)cc3)N(CCN3CCN(C)CC3)C2=S)cc1Cl (centres undefined),-30.8
CCOC(=O)c1cnc2ccc(OC)cc2c1Nc1cc(Cl)ccc1OC,7.5

Other results follow:
Compound,14-3-3g Raf
CCCNC(=O)c1cc2nc(-c3ccc(Br)cc3)cc(C(F)(F)F)n2n1,-3.0
COc1ccc(OC)c(NC(=O)c2sc3nc(C)nc(N4CCOCC4)c3c2C)c1,5.8
COc1ccc(CCNC(=O)C2CC(=O)N(c3ccccc3)C2)cc1OC (centres undefined),-6.2
O=C1CC(N2CCN(C/C=C/c3ccccc3)CC2)C(=O)N1Cc1ccc(N2CCCC2=O)cc1 (centres undefined),-5.5
Fc1ccc(Nc2ncnc3c2c(-c2ccccc2)cn3-c2ccc(F)cc2)cc1,-2.7
Cc1nnc(NC(=O)COC(=O)c2ccco2)s1,-1.2
CC1Cc2ccccc2N1C(=O)COC(=O)c1ccc(S(=O)(=O)N(C)C)cc1 (centres undefined),0.6
Nn1c(SCC(=O)NC2CCCc3ccccc32)nnc1-c1cccs1 (centres undefined),-4.9
COc1cccc(C2=NN3C(C2)c2cc(Cl)ccc2OC32CCCCC2)c1 (centres undefined),-2.8
CCOc1ccc(NC(=O)Cc2c(O)c3ccccc3[nH]c2=O)cc1,-5.4
O=C(CCNS(=O)(=O)c1ccc(Cl)cc1)N1CCCCC1,-13.0
Nc1ncnc2oc(-c3ccccc3)cc12,-20.0
C=CCn1c(Br)nc2c1c(=O)n(C)c(=O)n2C,0.7
COc1ccccc1NC(=O)c1ccc(NC(=O)CSc2nnnn2C)cc1,-7.9
CC(C)c1c(C#N)c(N)nc(SCC(=O)c2cc3ccccc3oc2=O)c1C#N,-13.9&-10.9
ClCCCN1c2ccccc2Sc2ccc(Cl)cc21,-8.4
CCOC(=O)CN(C(=O)CN1CCOCC1)c1ccc(Br)cc1,-2.9
O=c1c2ccccc2n(Cc2cccc([N+](=O)[O-])c2)c(=O)n1Cc1ccco1,-9.8
O=C(CCNS(=O)(=O)c1ccc(Br)s1)NCCc1ccccc1Cl,-1.4
CCOc1ccccc1N1CCN(S(=O)(=O)c2cccs2)CC1,-0.8

(list continues)
Compound,14-3-3g Raf
COc1cc(N2CN=c3s/c(=C\c4ccccn4)c(=O)n3C2)cc(OC)c1OC,12.5
CCOc1ccc(N2C(=O)CC(N3CC(C)OC(C)C3)C2=O)cc1 (centres undefined),-3.7
CN(C)c1ccc(C(=O)N2CCN(c3ccc([N+](=O)[O-])cc3)CC2)cc1,6.2
CCOC(=O)c1c(CSc2ccc(Cl)cc2)oc2ccc(O)c(CN(C)C)c12,-4.0

Source: PubChem
